AP ELISA ortho – alternative complement pathway inhibitors, primary screen, biochemical, ELISA, human serum, orthogonally pooled compounds; 0.08% of 62,000 active; LPS-coated ELISA, C3 deposition; tested in compound mixtures; inhibition, % at 5 µM; AID 1235, 2008;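 active = inhibition above 30% in each of the two pooled mixtures holding the compound, so the lower value exceeds 30%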;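 also: 0% = serum in Mg-EGTA without compound and 100% = EDTA serum blank; some compounds past the cut are filed as inactive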
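Assay system: Human serum alternative complement pathway, C3 deposition on LPS-coated wells | Incubation: 1 h serum-compound exposure at 37 °C | Doses: 5 µM per compound in ten-compound mixtures | Read-out: Percent inhibition | Technique: ELISA with HRP anti-human C3 antibody, TMB substrate, absorbance 450 nm | Replication: Two pool placements per compound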
FXIa inh mix – FXIa protease inhibitors in compound pools, primary screen, biochemical, 10-compound mixtures | inhibition, % at 5 µM | purified FXIa, fluorogenic substrate, pooled mixtures | 0.19% of 62,000 active | Coagulation factor XI (Homo sapiens), P03951;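 also: each value is inhibition by a whole ten-compound pool holding the compound; 0% = enzyme with no mixture and 100% = wells lacking enzyme; strong numbers were not always called active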
Target sequence (P03951 19-387 limits assumed): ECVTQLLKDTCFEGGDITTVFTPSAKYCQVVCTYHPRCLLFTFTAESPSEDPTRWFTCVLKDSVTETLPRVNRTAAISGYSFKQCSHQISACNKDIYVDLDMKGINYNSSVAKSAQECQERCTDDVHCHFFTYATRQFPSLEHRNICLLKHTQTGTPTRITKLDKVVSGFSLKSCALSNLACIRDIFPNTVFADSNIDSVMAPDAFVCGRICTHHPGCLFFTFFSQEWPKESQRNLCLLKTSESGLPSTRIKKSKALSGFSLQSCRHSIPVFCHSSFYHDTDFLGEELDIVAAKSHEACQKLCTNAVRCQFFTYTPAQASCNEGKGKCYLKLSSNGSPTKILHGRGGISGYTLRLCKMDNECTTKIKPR
Target sequence (P03951 388-625 limits assumed): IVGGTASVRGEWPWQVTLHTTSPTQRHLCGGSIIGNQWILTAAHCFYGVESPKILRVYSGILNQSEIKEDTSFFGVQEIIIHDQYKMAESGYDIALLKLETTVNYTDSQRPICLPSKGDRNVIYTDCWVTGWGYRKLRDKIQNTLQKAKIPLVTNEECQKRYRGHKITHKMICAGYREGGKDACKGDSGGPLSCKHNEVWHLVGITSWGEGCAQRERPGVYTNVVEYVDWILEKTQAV
FXIIa mix inh – human factor XIIa inhibitors, primary screen, biochemical, pooled compound mixtures, fluorogenic substrate; inhibition, % at 5 µM; purified FXIIa; Coagulation factor XII (Homo sapiens), P00748; 0.2% of 62,000 active;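 also: 0% = enzyme without compound and 100% = no enzyme blank; some results filed as inactive read as strong as hits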
C1s inh – complement C1s protease inhibitors, primary screen, biochemical, 10-compound mixtures; purified C1s, fluorogenic AMC substrate, pooled mixtures; mean inhibition % of two 10-compound mixtures (stronger effect = higher value), % at 5 µM (by protocol); 0.16% of 62,000 active; AID 538, 2006;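 active = inhibition above 20% in each of the two 10-compound mixture wells holding the compound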;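 also: 0% = enzyme wells lacking compound mixture and 100% = no-enzyme blank wells; some compounds called inactive have numbers as strong as hits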
CatB mixtures – cathepsin B inhibitors from pooled compounds, primary screen, biochemical, compound mixtures, AMC fluorescence; inhibition, %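 (ten-compound pools at 5 µM per compound and 50 µM total)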; Purified cathepsin B, AMC dipeptide fluorescence; P07858; AID 488, 2006; 0.06% of 62,000 active; in the data active = inhibition above about 22%, passing the limit was not always enough;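 also: 0% = enzyme without compound and 100% = no enzyme blank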
CatS block – inhibitors of human cathepsin S, biochemical, compound mixtures | P25774 | recombinant cathepsin S, AMC dipeptide fluorescence, pooled mixtures | inhibition, %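 (tested at 5 µM per compound within 10-compound mixtures)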 | 0.06% of 62,000 active | AID 501, 2006; in the data active = inhibition above about 32%, passing the limit was not always enough;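 also: 0% = enzyme without compound and 100% = blank without enzyme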
CatB inh – human cathepsin B inhibitors, primary screen, biochemical, fluorogenic substrate. AID 453, 2006. inhibition, %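 (tested at 10 µM)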. P07858. purified cathepsin B, fluorescence. 0.1% of 63,000 active; in the data active = inhibition above about 21%;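 also: 0% = enzyme with no compound and 100% = no enzyme blank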
Cathepsin G inh – human cathepsin G inhibitors, primary screen, biochemical, pooled compound mixtures, AMC fluorescence. AID 581, 2007. P08311. inhibition, % at 5 µM (by protocol). purified enzyme, AMC-tetrapeptide fluorescence. 0.2% of 62,000 active;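 active = inhibition above 20% in each of the two mixture wells holding the compound; inactive = inhibition of 20% or less in either well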;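 also: 0% = enzyme control without mixture and 100% = blank lacking enzyme; strong numbers were not always called active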
Target sequence (P08311 21-244 limits assumed): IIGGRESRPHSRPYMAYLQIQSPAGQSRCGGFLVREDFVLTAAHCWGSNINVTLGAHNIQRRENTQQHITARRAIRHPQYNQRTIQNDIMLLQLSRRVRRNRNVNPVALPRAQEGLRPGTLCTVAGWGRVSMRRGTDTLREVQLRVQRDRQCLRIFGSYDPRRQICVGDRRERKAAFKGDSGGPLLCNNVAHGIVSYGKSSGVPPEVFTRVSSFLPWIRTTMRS
CatL block – inhibitors of human cathepsin L, biochemical; inhibition, %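 (tested at 10 µM)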; Procathepsin L (Homo sapiens), P07711; AID 460, 2006; purified cathepsin L, fluorogenic substrate, fluorescence; 0.17% of 58,000 active; in the data active = inhibition above about 45%;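 also: 0% = enzyme with no compound and 100% = no enzyme blank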
Target sequence (P07711 114-288 limits assumed): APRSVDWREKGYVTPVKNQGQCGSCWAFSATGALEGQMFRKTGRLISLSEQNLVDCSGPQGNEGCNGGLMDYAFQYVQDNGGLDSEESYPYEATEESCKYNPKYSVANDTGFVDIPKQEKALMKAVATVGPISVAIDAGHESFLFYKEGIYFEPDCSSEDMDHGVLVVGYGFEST
Target sequence (P07711 292-333 limits assumed): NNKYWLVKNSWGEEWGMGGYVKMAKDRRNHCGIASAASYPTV
* marks the source's active call; other numbers are inactive results; · = no result given. Rule as the data show it, unless noted: active = inhibition above about 20% (passing the limit was not always enough); inactive = the rest.

SMILES | AP ELISA ortho | FXIa inh mix | FXIIa mix inh | C1s inh | CatB mixtures | CatS block | CatB inh | Cathepsin G inh | CatL block
O=C(COC(=O)C1=COCCO1)NCCCc1ccccc1 | 2 | 5 | 9 | 0 | 2 | -8 | -6 | -1 | -11
COCCCNC(=O)CCn1c(=O)c2ccccc2n(CC(=O)Nc2ccc(C)cc2C)c1=O | 4 | -8 | -2 | -7 | -6 | -1 | 3 | 5 | 4
Cc1c(NC(=O)C(C)Sc2nnc(-c3ccccc3)o2)c(=O)n(-c2ccccc2)n1C (centres undefined) | -2 | 18 | 11 | 4 | 2 | 5 | 2 | 8 | 8
Cn1c(=O)c2[nH]c(-c3cccnc3)nc2n(C)c1=O | 14 | 5 | -27 | 1 | 2 | -4 | 4 | -4 | -7
O=C(O)C1CCCCC1C(=O)Nc1nc(-c2cccs2)cs1 (centres undefined) | 8 | -3 | 4 | -31 | 3 | 7 | -4 | 1 | 1
CC(C)CCNC(=O)Cn1c(=O)oc2cc(S(=O)(=O)N3CCc4ccccc43)ccc21 | 0 | 0 | 15 | -32 | -6 | 4 | -3 | 0 | ·
COc1ccc(-c2nc(C#N)c(NCCCN(C)C)o2)cc1OC | 7 | 8 | 7 | -12 | -10 | -2 | 0 | 9 | -8
O=C(NCc1cccnc1)c1noc2c1CCCCC2 | -1 | 3 | -18 | -6 | -2 | 1 | 4 | -6 | 15
O=C(CN(Cc1ccc(F)cc1)S(=O)(=O)c1ccccc1)N1CCCCC1 | 7 | -2 | 10 | -34 | -2 | 7 | 1 | -7 | 23
COc1cccc(-c2nnc(NC(=O)c3ccc(S(=O)(=O)N4CC(C)OC(C)C4)cc3)o2)c1 (centres undefined) | 11 | 7 | 1 | -28 | -2 | -1 | 4 | 0 | -1
Cc1cc(NS(=O)(=O)Cc2ccccc2)cc(C)c1OCC(=O)N1CCOCC1 | 15 | -5 | 4 | -25 | -8 | -8 | 1 | 5 | -1
Cc1cccc(Nc2nc3c(c(=O)n(C)c(=O)n3C)n2CC(O)CO)c1 (centres undefined) | 16 | 6 | -17 | -2 | 4 | 9 | -2 | -1 | 0
CC(C)OC(=O)c1c(F)c(F)c(N2CCOCC2)c(F)c1F | -2 | 4 | -9 | -7 | 5 | 11 | 8 | -6 | 6
COc1ccc(CNC(=O)C2CCCN(c3nc4ccccc4o3)C2)c(OC)c1 (centres undefined) | 0 | 1 | 13 | 3 | 3 | 3 | 2 | 13 | 15
COc1ccc(N(CC(=O)N2CCN(C)CC2)S(=O)(=O)c2ccccc2)cc1OC | 2 | 2 | -1 | 0 | 1 | 1 | 2 | 9 | ·
CC(=O)C1=C(C)NC(=O)NC1c1cc(Br)ccc1OCC(N)=O (centres undefined) | 27 | 4 | 10 | 6 | 3 | 3 | -1 | 9 | 1
CC(=O)Nc1ccc(S(=O)(=O)N2CCCCC2c2cccnc2)cc1 (centres undefined) | -10 | -1 | 5 | -2 | 1 | 6 | -6 | -2 | 3
COc1ccc(C(CNC(=O)c2cccc(N(C)C)c2)N2CCCC2)cc1 (centres undefined) | 0 | -1 | 6 | -15 | 5 | 12 | -2 | -2 | 15
COc1ccc(-c2nnc(SCC(=O)N3CCN(c4ccccc4)CC3)o2)cc1OC | 12 | 2 | 7 | 3 | 4 | 3 | 1 | 12 | ·
Cn1nnnc1SCC(=O)NCCc1ccc(Cl)cc1 | -4 | 2 | 2 | -3 | 5 | 8 | 9 | -6 | ·
Cc1nc(SCC(=O)Nc2cccc(Cl)c2)n[nH]1 | 18 | 0 | 1 | -1 | 2 | -4 | 2 | 5 | 4
COc1ccc(NC(=O)C(Cc2ccccc2)NC(=O)c2ccco2)cc1OC (centres undefined) | 8 | 2 | 10 | 14 | 0 | 5 | 4 | 12 | 17
O=C(O)Cc1ccc(-c2ccccc2)cc1 | 1 | -1 | 0 | 6 | -10 | 3 | -1 | 9 | 5
COc1ccc2c(c1OC)C(=O)N(C(C)C(=O)O)C2=O (centres undefined) | 3 | 2 | 3 | -55 | -1 | 6 | 3 | -4 | 3
O=c1c(-c2ccccc2)coc2c(CN3CCOCC3)c(O)ccc12 | 7 | -1 | -5 | -15 | 2 | -12 | -1 | -14 | -181
CCN(CC)CCCN1C(=O)C(=O)/C(=C(/O)c2cc(C)ccc2C)C1c1cccnc1 (centres undefined) | 23 | 6 | 3 | 0 | -1 | 6 | 3 | -3 | -1
Cc1sc2nc(SCC(=O)N3CCOCC3)[nH]c(=O)c2c1C | 6 | -1 | -5 | 5 | -3 | 7 | 1 | 2 | ·
O=C(O)C1CC(=O)N(Cc2ccc3c(c2)OCO3)C1 (centres undefined) | 28 | 11 | 0 | 8 | 6 | 6 | 3 | 8 | -1
CC1(C)N=C(N)N=C(N)N1c1ccc(F)cc1F | 0 | -3 | -9 | -3 | -1 | 7 | 0 | 3 | 20
Cc1nc(N2CCN(c3ccccc3)CC2)[nH]c(=O)c1Cc1ccccc1 | 9 | 6 | 7 | -2 | 4 | 13 | 5 | -5 | -6
COC(=O)CN(c1cccc(OC)c1)S(C)(=O)=O | -1 | 1 | -14 | -23 | 3 | 13 | -5 | -2 | -9
CC1=CC(C)(C)N2C(=O)C3(C(C#N)=C(N)Oc4cc(C)oc(=O)c43)c3cccc1c32 (centres undefined) | 7 | 8 | 3 | 0 | -1 | 3 | 6 | 4 | 19
CC1=C(C)[N+](=O)C2CCCCC2N1[O-] (centres undefined) | -7 | 0 | 10 | 7 | 4 | 14 | 6 | 8 | 1
O=C(c1ccccc1)N(Cc1ccccc1)c1ccccn1 | 22 | -7 | 1 | -75 | 3 | -6 | · | -4 | ·
N#Cc1c(N2CCN(C(=O)c3ccco3)CC2)nc(-c2ccccc2)c2c1CCCC2 | -3 | -5 | 2 | -28 | -2 | -2 | 1 | -2 | ·
Cc1noc(C)c1CN1C(=O)NC2(CCc3ccccc3C2)C1=O (centres undefined) | 21 | 4 | 13 | -11 | 3 | -9 | -4 | -2 | -12
CCOC(=O)CN1C2=NCCN2c2ccccc21 | 2 | 15 | 0 | 8 | 6 | 12 | 1 | 7 | 35
CCC(=O)NCCC(c1ccco1)c1ccccc1OC (centres undefined) | 9 | 4 | -18 | 3 | 3 | -1 | -5 | -2 | -10
CCN(C(=O)COc1ncnc2ccc(Br)cc12)C1CCS(=O)(=O)C1 (centres undefined) | 7 | 0 | 2 | -23 | -8 | -11 | -1 | -3 | 0
CCOc1cc(C)nc(NCCc2ccc(OC)c(OC)c2)n1 | 19 | 3 | -9 | 0 | 1 | 1 | 1 | -6 | -2

In the list so far, these have an NH in an aromatic ring:
SMILES | AP ELISA ortho | FXIa inh mix | FXIIa mix inh | C1s inh | CatB mixtures | CatS block | CatB inh | Cathepsin G inh | CatL block
Cn1c(=O)c2[nH]c(-c3cccnc3)nc2n(C)c1=O | 14 | 5 | -27 | 1 | 2 | -4 | 4 | -4 | -7
Cc1nc(SCC(=O)Nc2cccc(Cl)c2)n[nH]1 | 18 | 0 | 1 | -1 | 2 | -4 | 2 | 5 | 4
Cc1sc2nc(SCC(=O)N3CCOCC3)[nH]c(=O)c2c1C | 6 | -1 | -5 | 5 | -3 | 7 | 1 | 2 | ·
Cc1nc(N2CCN(c3ccccc3)CC2)[nH]c(=O)c1Cc1ccccc1 | 9 | 6 | 7 | -2 | 4 | 13 | 5 | -5 | -6

Other entries.
SMILES | AP ELISA ortho | FXIa inh mix | FXIIa mix inh | C1s inh | CatB mixtures | CatS block | CatB inh | Cathepsin G inh | CatL block
CCOC(=O)c1cc(NC(=O)C2CCCO2)cc(C(=O)OCC)c1 (centres undefined) | 7 | 8 | -2 | -3 | 0 | -11 | 3 | 1 | 3
Cn1cnc(S(=O)(=O)Nc2ccc(C(F)(F)F)cc2)c1 | 4 | 0 | -20 | 4 | -7 | -7 | 1 | 5 | -1
O=C(Nc1ccc(-n2nncc2-c2ccco2)cc1)c1cccc(F)c1 | 5 | -19 | 2 | -26 | 1 | 0 | 5 | -4 | 14
CC(=O)c1cc(Cc2csc(C(C)=O)c2)cs1 | 6 | 12 | 6 | 21 | 3 | 9 | 3 | 13 | ·
O=C(CSc1nnc(-c2ccccc2)o1)c1ccc2c(c1)OCCO2 | 23 | -1 | 5 | -1 | 1 | 6 | -5 | 8 | 1
CCCOc1ccc(N2CC(C(=O)Nc3ccccc3C(=O)NCc3ccco3)CC2=O)cc1 (centres undefined) | 13 | 9 | 13 | -1 | 7 | 2 | 4 | 0 | 10
C/C(Cl)=C/CSc1nc2c(c(=O)[nH]c(=O)n2C)n1C(C)C | -6 | -1 | -13 | 1 | -6 | 9 | 3 | 10 | 11
Cn1c(SCC(N)=O)nnc1C1CCN(C(=O)NCc2ccccc2)CC1 | -1 | 1 | -16 | 3 | -9 | -1 | -1 | 10 | 2
O=C(CN(C(=O)c1ccco1)c1cccc(F)c1)NCc1ccc(F)cc1 | 1 | -2 | 3 | -13 | 49 | · | 1 | 8 | 16
COCC(=O)Nc1ccc(Nc2ccccc2)cc1 | 1 | 3 | 6 | 0 | 2 | 4 | 0 | -1 | 1
O=c1oc2ccccc2cc1NCc1ccccc1O | -1 | -2 | 1 | -9 | 2 | 15 | 5 | -39 | 27
COc1ccc(-c2nnc(SC3CCOC3=O)n2C2CCCCC2)cc1OC (centres undefined) | -4 | -1 | 5 | -26 | -2 | -7 | 3 | 0 | -2
CC(C)c1ccc(CNc2ccc(N3CCOCC3)cc2)cc1 | 0 | 2 | 2 | 10 | 2 | 8 | 1 | 10 | 3
Cc1ccnc(N2C(=O)c3ccccc3C2Nc2cccc(C)c2C)c1 (centres undefined) | 3 | 3 | 0 | 3 | -3 | 10 | 2 | 2 | 11
O=C(Cn1nc(C(F)F)cc1C1CC1)NCCC1=CCCCC1 | 13 | 3 | 4 | -1 | -5 | -5 | -1 | -4 | -5
O=C(NCc1ccco1)c1ccc2c(c1)N(Cc1ccccc1)C(=O)CS2=O (centres undefined) | 0 | 1 | 4 | -42 | 5 | 13 | 9 | -14 | ·
CN1C(=O)N(C)C2(c3ccccc3)N(C)C(=O)NC12c1ccccc1 (centres undefined) | 0 | -3 | 12 | -33 | -5 | -1 | 0 | -18 | -7
c1cncc(Nc2nc(-c3cccnc3)cs2)c1 | 28 | -2 | 3 | -8 | 1 | -6 | 2 | 4 | -9
COc1ccc(N=C(C)C2=C(O)COC2=O)cc1 | 2 | -6 | 6 | -60 | -5 | -8 | 0 | -8 | 3
O=C(NCc1nnc(SCC(=O)N2CCCCCC2)o1)c1ccco1 | 5 | -3 | 1 | -13 | -10 | -7 | 1 | 4 | -5
CCOC(=O)Nc1ccc2c(C)cc(=O)oc2c1 | -7 | 3 | 2 | -28 | -3 | 1 | · | 5 | -20
CS(=O)(=O)N1CCN(c2ccccc2NC(=O)CSc2ccc(Cl)cc2)CC1 | 14 | 9 | 7 | -27 | 5 | -6 | -3 | 0 | -7
COc1cc(C(=O)NCc2cn3cccc(C)c3n2)cc(OC)c1OC | 13 | -23 | 12 | -205 | -12 | -12 | 0 | -15 | 12
O=S(=O)(c1ccc(NCC2CCCCC2)nc1)N1CCOCC1 | -4 | -6 | -17 | -16 | -1 | -3 | -1 | 7 | 0
Cn1c(=O)c2c(nc(Oc3ccc4c(c3)OCO4)n2Cc2ccc(Cl)cc2)n(C)c1=O | 6 | 6 | 0 | 7 | 4 | 1 | 8 | 11 | ·

Screening data (PubChem)

Some of the compounds tested (hit frequency here may not be typical).
